# Bioassay records: PubChem BioAssay, Broad Institute
# miR-122 sensor – miR-122 Renilla sensor signal increase in Huh7, primary screen, miR-122 inhibitor project, cell-based, single point, plate reader; Huh7 miR-122 Renilla luciferase sensor, 48 h; neutral wells = 0, positive control = 100; activation (reporter increase), % at 12.5 µM; hit rate 0.3% among 340,000; AID 602342, 2012;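 active = mean replicate activation score at least 90 and every replicate individually at or above 90; inconclusive = only one of the two criteria met; inactive = neither criterion met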;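 note: higher luciferase means less miR-122 activity so hits act as miR-122 inhibitors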
# FN deposit inh – inhibitors of fibronectin matrix deposition, primary screen, AH1F cells, Alexa488-fibronectin fluorescence, plate reader. hit rate 0.086% among 350,000. AH1F fibroblasts, overnight. inhibition, % at 12.6 µM;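 active = mean inhibition across replicates of 30% or more, regardless of how many single replicates reach that level; inconclusive = mean under 30% yet at least half of replicates reach 30%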;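 note: positive control wells lacked labelled fibronectin entirely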
#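 Material: AH1F fibroblast monolayer depositing Alexa488-labelled fibronectin into matrix / Amount: 10000 AH1F cells per well / Signal: fluorescence 485/525 nm / Medium: DMEM, 2% serum / Compound: single dose, pinned / Incubation: 1 h cell adhesion before compound, then overnight fibronectin incubation / Reagent: Alexa488-FN, 24 nM final / Read-out: inhibition of fibronectin deposition signal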
# Numbers without * were called inactive; ? = inconclusive. The list is partial; count on the stated rates, not on these rows.
# Each structure is followed by: miR-122 sensor, FN deposit inh
- CC12CCC(c3nnc(SCC(=O)Nc4cccc5ccccc45)nc31)C2(C)C (configuration not stated)
→ 0, 5
- CCC(=O)Nc1ccccc1C(=O)OCC(=O)c1cccc2ccccc12
→ 5, -32
- CCCCNC(=O)CSc1nc2n[nH]c(C)c2c(=N)n1-c1cccc(Cl)c1C
→ 9, 3
- Cc1ccccc1OCC(=O)N(Cc1cccs1)C1CCS(=O)(=O)C1 (configuration not stated)
→ -18, 1
- CCC(=O)Nc1ccc(N2CCC(C)CC2)cc1
→ -4, 13
- CCCn1c(=O)c(C(=O)c2ccccc2)nc2ccccc21
→ 1, -5
- COc1ccc(CNC(=O)[C@H](C)NC(=O)C2CCN(S(=O)(=O)c3ccc(C)cc3)CC2)cc1
→ -5, -13
- C=C(C)C1CC=C(C)/C(=N/NC(=O)COc2ccc(C)cc2)C1 (configuration not stated)
→ -7, 6
- O=C(Nn1c(=O)[nH]c2ccccc2c1=O)c1ccco1
→ -7, -22
- O=S(=O)(Nc1ccc(Oc2ncccn2)c(Cl)c1)c1ccc(Cl)cc1
→ 33, -5
- CNC(=O)c1ccccc1NC(=O)c1ccc(C)c(S(=O)(=O)N2CCCCC2)c1
→ 38, 7
- O=C(NCc1cccnc1)c1cc(-c2cccs2)on1
→ -1, 11
- CC(=O)c1ccc(N2CCN(C(=O)C3CCCN(S(=O)(=O)c4cnc[nH]4)C3)CC2)cc1 (configuration not stated)
→ -13, -18
- COc1ccc(C(=O)/C=C/Nc2cccc(O)c2)cc1
→ -4, -8
- NC(=O)N1CCCC1C(=O)Nc1ccc(Cl)c(Cl)c1 (configuration not stated)
→ 5, -3
- COc1ccc(S(=O)(=O)N2CCN(C)CC2)cc1Br
→ -6, -4
- CCn1c(SCc2nc(-c3ccc(Cl)cc3)no2)nnc1-c1ccco1
→ -4, -6
- O=C(NCCSCc1ccccc1)c1ccc(C2SCC(=O)N2Cc2ccccc2)cc1 (configuration not stated)
→ 6, -7
- CCOC(=O)c1cc2ccccc2nc1C
→ -3, 1
- COCC(=O)Nc1nnc(CCc2ccccc2)s1
→ -6, -5
- CCN(CC)S(=O)(=O)c1cc(C(=O)NC2=NCCS2)ccc1Cl
→ 0, -8
- O=CNCC(=O)NCCc1ccc(Cl)cc1
→ 1, -3
- Nc1nnnn1/N=C/c1cccc(Oc2ccccc2)c1
→ -1, -4
- CCN(CC)c1ncnc2c1cnn2C
→ -1, -6
- COc1ccc(-c2cc(C(F)(F)F)nc(N3CCN(c4ccc(F)cc4)CC3)n2)cc1OC
→ -8, -18
- c1coc(CN2CN=C(Nc3nc4ccccc4s3)NC2)c1
→ 3, 5
- CC(=O)N1CCc2cc(S(=O)(=O)NCCC(=O)Nc3cccc(C)c3C)ccc21
→ 3, 16
- CN(C1CCCCC1)S(=O)(=O)c1ccc(S(=O)(=O)N2CCN(C(=O)c3ccccc3F)CC2)cc1
→ -2, 0
- Fc1ccc2c(c1)[C@H]1OCC[C@H]1[C@@H](c1ccco1)N2
→ -1, 6
- O=C1CCC(=O)N1CC(=O)N1c2ccccc2Sc2ccccc21
→ 1, 8

# Each structure is followed by: miR-122 sensor, FN deposit inh
- CCNC(=O)CC1C(=O)N(c2ccc(C)cc2)C(=O)N1Cc1ccccn1 (configuration not stated)
→ 11, -4
- O=C1NCCN1CCNS(=O)(=O)c1ccc2ccccc2c1
→ 20, -10
- CNc1nc2c(c(=O)n(C)c(=O)n2C)n1Cc1ccccc1
→ -2, 1
- Cc1cc(C)nc(NCC(O)CNc2ccccc2Cl)n1 (configuration not stated)
→ -1, -47
- COC(=O)Cn1cnc2sc(C)c(S(=O)(=O)N3CCN(c4ccccc4OC)CC3)c2c1=O
→ -6, 6
- O=C1CC(N2CCN(c3ccccc3)CC2)C(=O)N1c1ccc2c(c1)OCCO2 (configuration not stated)
→ -3, 12
- CC(C)N(C=O)C1(C(=O)NC2CCCCC2)CCCCC1
→ -2, -7
- O=C(COC(=O)c1cccnc1Cl)c1cccc(Cl)c1
→ 3, -15
- CCN(CC)CC(O)COc1ccccc1C(=O)CCc1ccccc1 (configuration not stated)
→ -2, -1
- COc1ccc(C(=O)COc2nc(C)cc(C)c2C#N)cc1
→ 3, -2
- Cc1nnc(SCC(=O)NCc2cccs2)[nH]c1=O
→ 6, 6
- COc1cc(CNn2cnnc2)ccc1OCC(=O)NC1CCCCC1
→ -3, 1
- COc1ccc(CCN2C(=O)CC(Sc3ncccc3C(=O)O)C2=O)cc1OC (configuration not stated)
→ 1, -4
- CCNc1nc(Oc2c(Cl)cccc2Cl)cc(C(F)(F)F)n1
→ 2, 2
- COc1cccc(OCC(=O)Nc2ccccc2NC(C)=O)c1
→ -3, 10
- CCOC(=O)c1c(C)sc2c1N(C(=O)CN(CC)CC)c1ccccc1S2
→ 10, -7
- CCOC(=O)C1CCCCN1C(=O)CCc1c(C)nc2ncnn2c1C (configuration not stated)
→ 5, 4
- O=C(COC(=O)c1ccc2c(c1)OCCO2)Nc1cc(Cl)ccc1Cl
→ 9, 13
- COc1cccc(CNn2c(-c3cccc(C)c3)nc3ccccc3c2=O)c1
→ 2, 2
- COC(=O)c1[nH]c2ccc(C)cc2c1NC(=O)CN1CCN(C(=O)c2ccccc2)CC1
→ -6, -4
- Cc1ccccc1N1C(=O)[C@@H]2Cc3ccccc3CN2C1=O
→ -1, -6
- NCC(O)COCCC12CC3CC(CC(C3)C1)C2 (configuration not stated)
→ 1, -2
- CCc1nnc(SCC(=O)NC2CCCCC2)nc1CC
→ -16, 2
- Cc1ccc(CC(=O)OCC(=O)NC2CCCC(C)C2C)cc1C (configuration not stated)
→ -18, 4
- Cc1cccc(-n2c(SCC(=O)NCc3ccco3)nc3ccccc3c2=O)c1
→ 11, 11
- CCc1ccc(-c2nc(CN3CCC(C(=O)NCCc4ccc(OC)c(OC)c4)CC3)c(C)o2)cc1
→ -3, 8
- CCOC(=O)C(NC(=O)c1ccc(Cl)cc1Cl)(Nc1ccc(C)cc1)C(F)(F)F (configuration not stated)
→ -5, -14
- COc1cccc(/C=N/n2nnnc2N)c1OCc1ccccc1Cl
→ 5, 8
- COc1ccc(OCC(=O)NNC(=O)c2ccc(-c3ccccc3)cc2)cc1
→ -3, 8
- O=C(CSc1nnc(-c2ccncc2)n1Cc1ccco1)Nc1nccs1
→ -3, 7

Compound	miR-122 sensor	FN deposit inh
CCOc1cccc(/C(O)=C2/C(=O)C(=O)N(CCOC)C2c2ccncc2)c1 (configuration not stated)	1	-7
Cc1ccc(-n2nc3c(n2)/C(=N/O)CC/C3=N\O)cc1	-4	-8
CC1CCN(C(=O)c2ccc(NS(C)(=O)=O)cc2)CC1	-4	4
CC(=O)Nc1ccc(NC(=O)CN(c2ccccc2Cl)S(C)(=O)=O)cc1	-6	4
O=c1c(Cl)c(N2CCCCC2)cnn1-c1nc2ccccc2[nH]1	-2	11
Cc1ccccc1C(=O)NC1CCN(CC(=O)Nc2c(C)cccc2C)CC1	-10	-11
O=C(CN1C(=O)CSC1=O)Nc1ccccc1F	0	5
CCCCCC(=O)Nc1ccc2oc(-c3cccnc3)nc2c1	2	10
O=C1[C@@H]2Cc3ccccc3CN2C(=O)N1c1cccc(F)c1	-2	3
CC(=O)NC(NC(=S)Nc1ccc(N=Nc2ccccc2C)cc1C)C(Cl)(Cl)Cl (configuration not stated)	-6	-3
Cc1ccc(-c2[nH]ncc2/C=C(\C#N)C(=O)NC2CCCCC2)cc1	-16	13
CCC(CCC(=O)Nc1ccc(S(N)(=O)=O)cc1)C(=O)O (configuration not stated)	-3	1
O=C(NCCO)NC(=S)c1ccccc1	-15	13
CCS(=O)(=O)Nc1c(C(=O)OC)[nH]c2ccccc12	-3	5
CCOc1ccc(OCC)c(S(=O)(=O)N2CCCCC2)c1	18	-2
O=C(O)CCC(=O)c1cccc2ccccc12	-1	4
CCOCCCNC(=O)C1CCCCN1S(=O)(=O)c1ccc(F)cc1 (configuration not stated)	-5	-2
Cc1ccc(NC(=O)C2CC=CCC2C(=O)N2CCCCC2)cc1 (configuration not stated)	3	-3
CC1CN(Cc2nc3c(c(=O)n(C)c(=O)n3C)n2CC(=O)c2ccccc2)CC(C)O1 (configuration not stated)	3	-3
CCc1ccc(NC(=O)C(C)Nc2ccc(S(=O)(=O)NC(C)=O)cc2)cc1 (configuration not stated)	-2	-3
Cc1ccc(-c2nnc(Nc3ccccc3)c3ccccc23)cc1S(=O)(=O)NCC1CCCO1 (configuration not stated)	127*	24
COc1ccc(OC)c(C2C(C#N)=C(N)Oc3cc(C)n(Cc4ccccn4)c(=O)c32)c1 (configuration not stated)	-7	-5
O=C(NC(=S)N1CCCCC1)c1cccnc1	3	-2
Cc1cc(NC(=O)c2ccc(Cl)cc2)no1	-1	0
COc1ccc(CCN2CC34C=CC(O3)C(C(=O)NCc3ccccc3Cl)C4C2=O)cc1OC (configuration not stated)	8	-7

# Record cards, from the list above.
# `CCN(CC)c1ncnc2c1cnn2C` is listed as miR-122 sensor = -1; FN deposit inh = -6
# `O=C1CCC(=O)N1CC(=O)N1c2ccccc2Sc2ccccc21` is listed as miR-122 sensor = 1; FN deposit inh = 8
# `CCc1ccc(-c2nc(CN3CCC(C(=O)NCCc4ccc(OC)c(OC)c4)CC3)c(C)o2)cc1` is listed as miR-122 sensor = -3; FN deposit inh = 8

# Pulled one by one from the list above:
Compound	miR-122 sensor	FN deposit inh
CCOc1cccc(/C(O)=C2/C(=O)C(=O)N(CCOC)C2c2ccncc2)c1 (configuration not stated)	1	-7
Cc1ccc(-c2[nH]ncc2/C=C(\C#N)C(=O)NC2CCCCC2)cc1	-16	13
Cc1cc(NC(=O)c2ccc(Cl)cc2)no1	-1	0
CC(=O)NC(NC(=S)Nc1ccc(N=Nc2ccccc2C)cc1C)C(Cl)(Cl)Cl (configuration not stated)	-6	-3
Cc1ccc(-c2nnc(Nc3ccccc3)c3ccccc23)cc1S(=O)(=O)NCC1CCCO1 (configuration not stated)	127*	24
CCCCCC(=O)Nc1ccc2oc(-c3cccnc3)nc2c1	2	10

# (next part)
Compound	miR-122 sensor	FN deposit inh
Cn1c2ccccc2c2cc(C(=O)N3CCN(CCO)CC3)sc21	-12	-6
C/C(=N\O)c1c(C)c2ccccc2n1C	3	-4
CN(C)C(CNC(=O)CSc1nnc(-c2ccco2)o1)c1ccccc1 (configuration not stated)	23	0
Cc1onc(-c2ccccc2Cl)c1C(=O)OCC(=O)N1CCCc2ccccc21	10	11
COc1cc(/C=N/NC(=O)CNC(=O)c2ccccc2)ccc1OC(=O)c1cccs1	2	-1
CC1CCCN(S(=O)(=O)c2ccc3c(c2)CCN3C(=O)C2CCC2)C1 (configuration not stated)	3	-7
COc1ccc(Br)cc1CNC(=O)C1CCN(S(=O)(=O)N2CCCCC2)CC1	-2	6
CC(C)OC(=O)c1cc(C(=O)c2cc(F)ccc2O)coc1=N	-5	2
O=C(c1cccs1)N1CCN(S(=O)(=O)c2ccccc2)CC1	-5	7
O=C(CCCC(=O)OCC1CCCO1)OCC1CCCO1 (configuration not stated)	-13	-8
CCOC(=O)CSc1ccc(-c2nc3cc(C)c(C)cc3[nH]2)cn1	5	-12
CCOc1cc(/C=N/NC(=O)Cn2nc([N+](=O)[O-])cc2C)cc(Br)c1OCc1ccccc1F	-9	-21
COc1ccc(C(=O)N2CCC(N3CCN(c4ccccc4)CC3)CC2)cc1OC	-3	8
COc1ccc(C2C(C(C)=O)=C(O)C(=O)N2CCc2ccccc2)c(OC)c1 (configuration not stated)	-8	-3
CCc1nnc(NC(=O)c2ccc(COc3ccc(C)cc3)o2)s1	-1	0
CCN1CCN(C(=O)c2ccc3c(=O)n(C4CCCC4)c(=S)[nH]c3c2)CC1	-9	-4
CSc1nsc(SC)c1NC(=O)OCc1ccccc1	0	0
CCOc1ccc(-n2c(SCc3nc(-c4cccs4)no3)nnc2-c2ccncc2)cc1	-3	3
O=C(CCn1c(=O)oc2ccccc21)NCCN1CCc2ccccc2C1	-1	-9
Cc1ccc(S(=O)(=O)NC(C)(C)CSc2nnc(Nc3ccccc3)s2)cc1	?	0
S=C1NCCc2ccc(Cl)cc2C1c1ccccc1Cl (configuration not stated)	16	-5
c1ccc(CNCC2COc3ccccc3O2)cc1 (configuration not stated)	-9	9
COc1cccc2c1OC1(C)CC2N(C(=O)c2ccco2)C(=S)N1c1ccc(F)cc1 (configuration not stated)	5	2
COc1ccc(-n2nc(N)c3c(=O)oc(N(C)C)nc32)cc1	4	-6
Cc1nc(-n2nnc3cc(C)c(C)cc32)c2c3c(sc2n1)CCCC3	-3	2

# Brought forward from above: 2 entries, followed by the next part.
Compound	miR-122 sensor	FN deposit inh
COc1ccc(-n2nc(N)c3c(=O)oc(N(C)C)nc32)cc1	4	-6
Cc1nc(-n2nnc3cc(C)c(C)cc32)c2c3c(sc2n1)CCCC3	-3	2
O=C(NCc1ccco1)c1ccc(S(=O)(=O)N2CCCc3ccccc32)cc1	-7	3
Cn1cccc1CC(=O)N/N=C\c1c2ccccc2cc2ccccc12	1	-1
O=C1CC(Cc2ccccc2)C(=O)N1c1ccc(Cl)cn1 (configuration not stated)	4	-21
C=CCn1c(N2CCCCCC2)nc2c1c(=O)[nH]c(=O)n2C	-4	-8
Cc1ccc(/C=N\NC(=O)Cn2c(C)nc3ccccc32)o1	3	-3
CC(C)(C)c1cn(-c2ccc(Cl)cc2)c(=S)[nH]1	-12	2
Cc1[nH]nc2c1C1(CCN(Cc3ccccc3)CC1)C(C#N)=C(N)O2	-12	0
COC(=O)/C(=C/c1c[nH]c2ccccc12)[N+](=O)[O-]	-1	-10
CC1=C(C)CC(C(=O)NCCc2ccccc2)C(C(=O)O)C1 (configuration not stated)	-3	-8
